Screening data from PubChem.
14-3-3 Bad PPI: disrupts binding of bovine 14-3-3 zeta to phospho-Bad peptide; AID 781; 220,000 compounds, 0.71% hits; inhibition, % at 21.7 µM; P63103; TR-FRET 14-3-3zeta/Dy647-pBad peptide displacement, 1 h;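 active means inhibition above about 70%, limit read from the data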;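 further: 0% = full 14-3-3 plus peptide FRET controls and 100% = background without 14-3-3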
EBV gp42 block: EBV gp42 inhibition; 220,000 compounds, 0.42% hits; Fluorescence polarization binding assay, mP read-out; inhibition, % (tested at 21.74 µM); Q1HVG2; AID 1085; in the data active means inhibition above about 50%
Target sequence (Q1HVG2 whole entry, looked up): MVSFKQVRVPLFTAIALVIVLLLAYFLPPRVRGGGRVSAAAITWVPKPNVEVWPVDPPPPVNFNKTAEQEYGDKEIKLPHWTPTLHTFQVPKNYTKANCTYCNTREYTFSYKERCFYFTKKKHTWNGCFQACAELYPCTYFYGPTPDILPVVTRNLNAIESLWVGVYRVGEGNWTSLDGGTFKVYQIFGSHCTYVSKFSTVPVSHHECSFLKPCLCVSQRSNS
Thrombin inh: blocks human thrombin protease activity; inhibition, % at 5 µM; alpha-thrombin, Boc-VPR-AMC fluorogenic substrate cleavage; AID 1046; 220,000 compounds, 0.26% hits; P00734;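 active means inhibition at or above 40%; inactive means inhibition below 40%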;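 further: 0% = enzyme with no compound and 100% = wells without enzyme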
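System – human alpha-thrombin · Medium – pH 7.5 Tris (50 mM) with NaCl 150 mM, Tween 20 0.05% · Compound – single-point dosing at 5 µM, 0.2% DMSO · Incubation – enzyme reaction carried out at room temperature · Technique – fluorescence of released AMC, ex 355 nm, em 460 nm · Read-out basis – % inhibition of thrombin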
hK5 inh: inhibitors of human kallikrein 5; Q9Y337; recombinant hK5, fluorogenic AMC substrate cleavage; inhibition, % at 5 µM; 210,000 compounds, 0.59% hits; AID 873;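 active means inhibition of 40% or more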;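 further: 0% = enzyme controls without compound and 100% = no-enzyme blanks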
Furin inhibitor: human furin inhibition | P09958 | purified furin, fluorogenic substrate cleavage | inhibition, % at 30 µM | 220,000 compounds, 0.061% hits | AID 463115; in the data active means inhibition above about 25%; further: inactives centre near -15
Rad51 HR inh: Rad51 (human) homologous recombination inhibition. AID 1385. 200,000 compounds, 0.085% hits. inhibition, % at 10 µM. hRad51 DNA strand exchange, fluorescence dequenching;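 active means inhibition above 40% at the single screening dose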;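 further: 0% = DMSO control wells and 100% = blanks with heterologous ssDNA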
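Test system – preformed human Rad51 ssDNA filaments · Reagent – Donor/quencher-labelled 47-bp dsDNA substrate · Incubation – 37 °C 15-min filament assembly, 30-min compound preincubation, 15-min exchange · Signal – FRET fluorescence dequenching, excitation 485 nm, emission 520 nm · Read-out – percent inhibition from fluorescence, normalised to plate control and blank means · Benchmarks – plate control and blank wells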
p47phox inh: inhibitors of human p47phox binding; P14598; p47phox/p22phox peptide binding, fluorescence polarization, 2 h; inhibition, % at 24.7 µM; 220,000 compounds, 0.53% hits; AID 1274;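 further: 0% = p47phox with labelled peptide and 100% = labelled peptide alone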
Target sequence (P14598 whole entry, looked up): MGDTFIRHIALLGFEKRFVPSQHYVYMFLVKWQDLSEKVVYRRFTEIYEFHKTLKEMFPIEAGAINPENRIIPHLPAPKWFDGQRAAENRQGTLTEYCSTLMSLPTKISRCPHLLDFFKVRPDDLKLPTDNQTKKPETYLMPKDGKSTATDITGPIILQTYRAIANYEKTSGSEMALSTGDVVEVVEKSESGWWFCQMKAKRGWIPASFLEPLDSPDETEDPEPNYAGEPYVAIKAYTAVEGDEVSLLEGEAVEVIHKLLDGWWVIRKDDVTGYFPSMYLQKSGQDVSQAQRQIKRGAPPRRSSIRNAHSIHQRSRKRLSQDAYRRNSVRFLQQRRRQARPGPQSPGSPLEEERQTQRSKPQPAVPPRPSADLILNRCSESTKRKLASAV
eIF4E 4G PPI: inhibitors of eIF4E and eIF4G interaction in translation initiation; TR-FRET eIF4E-eIF4GI(517-606) binding, 2 h; inhibition, % at 21.7 µM; 220,000 compounds, 0.37% hits; AID 782;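 further: 0% = full FRET control wells and 100% = background wells lacking eIF4GI fragment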
Cl transport mod: modulates chloride dependent transport by human KCC2; B-score of Tl+ flux slope (higher = more flux/activation; lower = inhibition) at 10 µM; 190,000 compounds, 2.2% hits; KCC2 cells, thallium flux FluoZin-2 fluorescence;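 active means thallium flux slope and its plate-corrected score both differing from the plate sample mean at a set confidence after two filtering rounds, in either direction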;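 further: slope of fluorescence scaled to starting intensity during 10 to 20 s after thallium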
Numbers without * were called inactive; . = not tested or not shown; [ ] = remark or other dose.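 How the source made its calls, unless noted: active means inhibition above about 30% (limit read from the data); inactive means the rest.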

SMILES | 14-3-3 Bad PPI | EBV gp42 block | Thrombin inh | hK5 inh | Furin inhibitor | Rad51 HR inh | p47phox inh | eIF4E 4G PPI | Cl transport mod
O=C(CSc1nnnn1C1CC2CCC1C2)Nc1ccnc2ccccc12 (centres undefined) | 1 | -13 | 7 | 3 | -21 | . | -3 | 0 | -0.43
O=C(N=Nc1c(O)n(Cc2ccccc2)c2ccccc12)c1cc2ccccc2cc1O | 47[fluorescence artefact?] | 4 | -3 | -2 | -4 | -4 | 40* | 19[fluorescence artefact?] | 0.17
CCN(CC)CCN(Cc1cc2cc(C)ccc2[nH]c1=O)C(=S)NCc1ccco1 | -31 | -18 | 3 | -4 | -16 | . | -20 | -1 | -0.036
O=C(/C=C/c1cccs1)Nc1ccc(Br)cn1 | 14 | -6 | 13 | -1 | -5 | 1 | -1 | -2 | 0.53
CC(=O)Nc1ccc(CN2CCN(CCc3ccccc3)C(CCO)C2)cc1 (centres undefined) | -4 | 4 | 0 | 15 | -12 | . | 2 | 0 | 0.14
COc1ccc(Cn2nnnc2C(c2cc3cc(C)cc(C)c3[nH]c2=O)N2CCOCC2)cc1 (centres undefined) | 9[fluorescence artefact?] | -5 | -1 | -6 | -27[20 µM] | 5 | 3 | 0 | 0.34
O=C(/C=C/c1ccncc1)c1ccc(NC(=O)c2ccccc2F)cc1 | 68[fluorescence artefact?] | -60 | -1 | -12 | -17 | -8 | 30* | 10 | -1.2
Cc1ccc(NC(=O)CSc2nnc(-c3ccncc3)n2N)cc1C | -18 | 1 | -10 | -15 | -5 | -1 | -14 | -6[fluorescence artefact?] | .
COc1ccc(C(=O)N2CCC(C(=O)Nc3ccc(OC)c(OC)c3)CC2)cc1 | -1 | -16 | 4 | -7 | -20 | 3 | -12 | -8 | .
CN(Cc1ccccc1)C(=O)c1cccc(NC(=O)c2ccco2)c1 | -2 | -1 | -7 | -11 | -15[20 µM] | -10 | 13 | 5 | -1
Cc1cc(-c2ccccc2)nc2oc3c(c12)NC(=O)CN(c1ccccc1)C3=O | 4 | -14 | 21 | 35 | -5 | -12 | -3 | -1 | -0.49
O=C(c1ccc(COc2c(F)c(F)c(F)c(F)c2F)o1)N1CCN(Cc2ccc3c(c2)OCO3)CC1 | 34[fluorescence artefact?] | -4 | 2 | -14 | 2[20 µM] | -9 | -7 | 5[fluorescence artefact?] | 0.29
COCCNC(=O)C(c1ccc(C)o1)N(C(=O)Cn1nnc2ccccc21)c1ccccc1 (centres undefined) | -8 | -19 | -8 | -4 | -23 | -4 | 1 | -1 | -0.021
COc1ccc(OC)c(/C=N/NC(=O)CNC(=O)c2ccc(S(=O)(=O)N3CCCC3)cc2)c1 | 3 | -5 | -6 | -4 | -30 | 8 | 0 | -2 | -0.64
CCn1c(COc2ccc(C)cc2)nnc1SCc1nc2ccccc2[nH]1 | -2[fluorescence artefact?] | -13 | 2 | -10 | 1[20 µM] | 11 | -16 | 1 | -0.35
O=C(CNc1ccccc1)NN=C1CCCC1 | -13 | -2 | . | 3 | -37 | 12 | -1 | -6 | -0.34
CCC(C)c1ccccc1OCCCCN1CCCC1 (centres undefined) | -1 | 4 | -11 | -16 | -5 | 0 | -7 | 9 | 0.14
CCOc1ccc2nc(N/C(N)=N/C(=S)Nc3cccc(OC)c3)nc(C)c2c1 | -4 | -9 | -1 | 0 | -14 | -1 | -28 | -5 | -1
O=C(CSc1nnc2ccccn12)c1ccccc1 | 0[fluorescence artefact?] | -3 | 19 | 39 | -24 | -2 | -8 | 2[fluorescence artefact?] | 0.78
O=C(COC(=O)COc1ccccc1Cc1ccccc1)Nc1cccnc1Cl | 19 | 6 | 20 | 20 | -7 | 7 | -7 | -42[fluorescence artefact?] | -0.67
Cc1ccc(C)c(NC(=S)c2nc3ccccc3s2)c1 | -6[fluorescence artefact?] | 8 | -7 | -5 | 3 | . | -8 | 1[fluorescence artefact?] | 22*
N#Cc1c(-c2ccccc2)nc(N2CCCCCC2)[nH]c1=O | 10[fluorescence artefact?] | 8 | -5 | -12 | -20[20 µM] | -5 | -4 | 5[fluorescence artefact?] | .
CC(NC(=O)C(=O)N/N=C/c1ccc(Cl)cc1)c1ccccc1 (centres undefined) | -2 | 3 | -3 | -4 | -8 | . | -2 | -2 | .
Cc1ccccc1C(=O)NC1CCN(C(=O)Nc2ccccc2Cl)CC1 | -5 | -15 | -10 | 7 | -13 | -2 | 3 | 3 | -0.63

Compounds listed so far that have sulfur, in the order listed:
SMILES | 14-3-3 Bad PPI | EBV gp42 block | Thrombin inh | hK5 inh | Furin inhibitor | Rad51 HR inh | p47phox inh | eIF4E 4G PPI | Cl transport mod
O=C(CSc1nnnn1C1CC2CCC1C2)Nc1ccnc2ccccc12 (centres undefined) | 1 | -13 | 7 | 3 | -21 | . | -3 | 0 | -0.43
CCN(CC)CCN(Cc1cc2cc(C)ccc2[nH]c1=O)C(=S)NCc1ccco1 | -31 | -18 | 3 | -4 | -16 | . | -20 | -1 | -0.036
O=C(/C=C/c1cccs1)Nc1ccc(Br)cn1 | 14 | -6 | 13 | -1 | -5 | 1 | -1 | -2 | 0.53
Cc1ccc(NC(=O)CSc2nnc(-c3ccncc3)n2N)cc1C | -18 | 1 | -10 | -15 | -5 | -1 | -14 | -6[fluorescence artefact?] | .
COc1ccc(OC)c(/C=N/NC(=O)CNC(=O)c2ccc(S(=O)(=O)N3CCCC3)cc2)c1 | 3 | -5 | -6 | -4 | -30 | 8 | 0 | -2 | -0.64
CCn1c(COc2ccc(C)cc2)nnc1SCc1nc2ccccc2[nH]1 | -2[fluorescence artefact?] | -13 | 2 | -10 | 1[20 µM] | 11 | -16 | 1 | -0.35
CCOc1ccc2nc(N/C(N)=N/C(=S)Nc3cccc(OC)c3)nc(C)c2c1 | -4 | -9 | -1 | 0 | -14 | -1 | -28 | -5 | -1
O=C(CSc1nnc2ccccn12)c1ccccc1 | 0[fluorescence artefact?] | -3 | 19 | 39 | -24 | -2 | -8 | 2[fluorescence artefact?] | 0.78
Cc1ccc(C)c(NC(=S)c2nc3ccccc3s2)c1 | -6[fluorescence artefact?] | 8 | -7 | -5 | 3 | . | -8 | 1[fluorescence artefact?] | 22*

An excerpt from above in order of number of heavy atoms, lowest first.
SMILES | 14-3-3 Bad PPI | EBV gp42 block | Thrombin inh | hK5 inh | Furin inhibitor | Rad51 HR inh | p47phox inh | eIF4E 4G PPI | Cl transport mod
Cc1ccc(C)c(NC(=S)c2nc3ccccc3s2)c1 | -6[fluorescence artefact?] | 8 | -7 | -5 | 3 | . | -8 | 1[fluorescence artefact?] | 22*
CC(NC(=O)C(=O)N/N=C/c1ccc(Cl)cc1)c1ccccc1 (centres undefined) | -2 | 3 | -3 | -4 | -8 | . | -2 | -2 | .
Cc1ccccc1C(=O)NC1CCN(C(=O)Nc2ccccc2Cl)CC1 | -5 | -15 | -10 | 7 | -13 | -2 | 3 | 3 | -0.63
